# P. falciparum M1AAP: malaria alanyl aminopeptidase activity blockers – biochemical, fluorogenic H-Leu-NHMec substrate, 1536-well (AID 1445); recombinant M1AAP, H-Leu-NHMec fluorogenic kinetic assay; higher % means a stronger effect; one-dose inhibition, % at 30 µM; IC50 in µM for titrated hits; 220,000 tested, 0.42% active;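 active means primary inhibition above the hit cutoff, then over 50% inhibition at one or more dose response concentrations, cut at about 23% in these data, passing the limit was not always enough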;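 further: plate controls were DMSO full reaction for no effect and no enzyme background for full effect; strong numbers were not always called active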
# TNAP activators: human TNAP enzyme activators, primary screen, biochemical, luminescent, no phosphate acceptor, uHTS (AID 1001). activation fold at 20 µM, or EC50 in µM where a hit was titrated. 200,000 tested, 0.03% active. purified TNAP, luminescent activation assay, no phosphate acceptor; higher activation fold means a stronger effect; in the data active means activation fold from about 3, or a potency from the dose series; inactive means the rest, 99 in 100 with activation fold below about 1.6; further: many of its hits are not listed in these tables
# PMI inhibitors: MPI enzyme activity inhibition – biochemical, fluorescence intensity, coupled assay, primary screen (AID 1209); 190,000 tested, 0.42% active; inhibition, % at 20 µM, or IC50 in µM where a hit was titrated; purified PMI enzyme, coupled fluorescence intensity; higher % means a stronger effect;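 further: plate controls were DMSO vehicle for no effect and wells lacking substrate for full effect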
# WT yeast gro inh: growth inhibition of WT yeast, mitochondrial fusion screen; mitochondrial fusion phenotypic screen, WT strain; inhibition, % at 10 µM; 190,000 tested, 2.1% active; AID 1362; in the data active means inhibition above about 58%; tested in S. cerevisiae
# Hep lipid drop: modulators of hepatic lipid droplet formation. 240,000 tested, 0.4% active. inhibition, % at 6.5 µM. AID 1656. AML12 mouse hepatocytes, oleate lipid droplets, BODIPY imaging;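 active means lipid droplet intensity inhibited by at least 50%, with more than 500 cells counted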
#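 Technique: fluorescence imaging, 20x objective, two fields per well / Assay system: AML12 hepatocytes (mouse) / Measure: % inhibition of lipid droplet signal / Doses: 6.5 µM single-point dosing / Incubation: overnight exposure / Reagent: 100 µM oleic acid challenge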
# human PMI inhibitors: human PMI inhibitors, high substrate, primary screen, biochemical, fluorescence intensity, high mannose 6-phosphate (AID 1220); recombinant PMI enzyme, coupled fluorescence intensity; higher % means a stronger effect; 190,000 tested, 0.66% active; inhibition, % at 20 µM; hits with a dose series show IC50 in µM
# Myeloid diff 2: promotes myeloid progenitor differentiation; ER-HoxA9 myeloid progenitors, lysozyme-GFP differentiation, flow cytometry; calls only at 10 µM; 360,000 tested, 1% active; AID 624256;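 active means normalized GFP-positive differentiation at or above the plate's own cutoff, the solvent-only control mean plus 3 SD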;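 further: cells exposed to compound for four days before flow analysis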
# CSM14.1 death rescue: rescue of cells from ER stress-induced death, primary screen, 384-well, CSM14.1, thapsigargin, ATP luminescence (AID 1222); 190,000 tested, under 10 active; CSM14.1 thapsigargin-induced death rescue, ATP luminescence; higher % means a stronger effect; cellular ATP content (survival), % at 20 µM; hits with a dose series show EC50 in µM;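 active means EC50 below 50 µM in the dose-response confirmation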;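 further: death triggered by thapsigargin at about 15 µM added after 2 h compound pretreatment; cell ATP read after overnight thapsigargin exposure of roughly 18 to 22 hours; normalized against plate controls of thapsigargin alone and 5% DMSO vehicle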
# K1F lysis inhibition: protection from phage-mediated lysis, alamar blue read-out – E. coli UTI89, K1F phage, bacterial capsule biogenesis inhibitors (AID 488966); E. coli UTI89 K1F phage lysis, alamar blue, 2 h; higher % means a stronger effect; one-dose inhibition, % at 100 µM; IC50 in µM for titrated hits; 340,000 tested, 0.02% active;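 active means phage lysis inhibition, versus mean bacterial control, above a set limit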;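 further: capsule biogenesis inhibitors block K1F phage lysis so surviving cells raise fluorescence; higher fluorescence means more inhibition of phage lysis; actives were called in the ten point dose series up to 300 µM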
# WT yeast gro inh mutant strain: second read-out of WT yeast gro inh, no call of its own (marks repeat the call); inhibition, %; mitochondrial fusion phenotypic screen, mutant strain inhibition
# Hep lipid drop cells 6.5 µM: recorded beside Hep lipid drop, whose call it bears; cell count; measured here: cell count, cytotoxicity flag;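 cells counted across two imaged fields per well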
# Myeloid diff 2 GFP+ MAC1+ %: further read-out of Myeloid diff 2, marked with its call; GFP+ MAC1+ double positive, %; measured here: differentiation confirmed by MAC1 staining
# * hit, by the source's call; i = inactive; x = not tested or not shown; [ ] = another dose, or the depositor's remark. Unless noted, no stated cut-off is given here; in the data, active means inhibition above about 50%; inactive means the rest. Hits appear at their usual frequency. Share with any hit: about 4.6%.
SMILES,P. falciparum M1AAP,TNAP activators,PMI inhibitors,WT yeast gro inh,WT yeast gro inh mutant strain,Hep lipid drop,Hep lipid drop cells 6.5 µM,human PMI inhibitors,Myeloid diff 2,Myeloid diff 2 GFP+ MAC1+ %,CSM14.1 death rescue,K1F lysis inhibition
COc1ccc(CC(=O)Nc2nnc(C)s2)cc1,8%,1.1,6%,1,4,9,789,-2%,i,0.8,1.0%,7.7%
O=C(Nc1ccccc1)Nc1nnc(/C=C/c2ccccc2Cl)s1,6%,0.9,-2%,-12,1,6,712,-10%,i,0.8,-0.9%,2.0%
CCN(/N=C/c1cccs1)c1cc(=O)n(C)c(=O)[nH]1,14%,1,6%,-23,-2,-12,709,15%,i,0.9,1.2%,0.1%
S=c1sc2c(N3CCOCC3)ncnc2n1-c1ccccc1,2%,1.1,5%,12,2,x,x,0%,i,1.0,-1.4%,3.5%
Cc1nc(-c2c(C(=O)NNC(=O)Nc3c(C)cccc3C)noc2C)cs1,-1%,x,x,x,x,-6,716,x,i,0.3,x,-1.4%
Cc1cccc(OC(=O)c2cn(C)nc2C(F)(F)F)c1C,12%,1.1,-10%,18,12,3,755,-14%,i,0.8,-1.6%,0.5%
O=C1COc2ccc(C(=O)COC(=O)/C=C/c3cccc(F)c3)cc2N1,-2%,x,x,x,x,6,730,x,i,0.2,x,0.1%
O=c1c2cc(NC(=S)N3CCCC3)ccc2nc2n1CCCCC2,1%,1.1,-7%,-3,14,10,622,-7%,i,0.4,-1.2%,-0.2%
OCCNCc1cc(Br)ccc1OCc1ccccc1,7%,1.1,1%,3,1,-12,638,-4%,i,0.6,-3.8%,0.6%[50 µM]
COC(=O)C(NC(=O)C(CC(C)C)NC(=O)C1CCC(C)CC1)C(C)C (stereo unspecified),4%,1.1,0%,-6,-15,-18,751,-4%,i,1.7,4.6%,-0.1%
O=c1c(C/C=C/c2ccccc2)c(O)ccn1CCc1c[nH]c2ccccc12,11%,1,10%,1,-1,60*,644*,24%,i,0.3,-2.8%,0.0%
C=CCOC(=O)C1=C(C)NC(=O)NC1c1cn(-c2ccccc2)nc1-c1cccs1 (stereo unspecified),6%,1,15%,8,2,0,693,14%,i,5.6,-1.9%,0.4%
O=C(Nc1ccccc1Br)c1ccc(OC(=S)N2CCOCC2)cc1,1%,1.1,x,-4,3,4,645,x,i,0.1,-0.6%,0.9%
O=C(Nc1ccc(NC(=O)c2cccs2)cc1Cl)c1ccco1,9%,1.1,1%,0,0,-10,665,10%,i,0.1,0.6%,0.0%
CCN1C/C(=C/c2sccc2C)c2nc3ccccc3c(C(=O)O)c2C1,6%,x,x,x,x,-9,605,x,i,1.2,x,-1.5%[50 µM]
CC(C)CCN1CCN(Cc2cccc(C(F)(F)F)c2)CC1CCO (stereo unspecified),1%,1,6%,0,5,-15,740,3%,i,0.3,0.2%,0.2%
CCN(CC)CCC(c1cc(OC)c(OC)c(OC)c1)c1c(OC)cc(OC)c2c(C)cc(=O)oc12 (stereo unspecified),-3%,x,x,x,x,8,704,x,i,1.6,x,2.1%
Cc1ccc(Nc2cc(C)c3ccc(O)cc3n2)cc1C,3%,x,x,x,x,47,734,x,i,0.4,x,12%[50 µM]
COc1ccc(CCn2c(C)cc(C(=O)CSc3nnc(N)s3)c2C)cc1,7%,1.1,-27%,-10,-3,-3,692,-34%,i,0.9,-1.6%,0.7%
C=CCNCCCOc1ccc(C(C)(C)c2ccccc2)cc1,-1%,1.1,-6%,51,47,-28,699,-16%,i,1.2,-1.7%,-0.2%
Cn1c(N2CCN(C(=O)C34CC5CC(CC(C5)C3)C4)CC2)nc2ccccc21,x,1.1,11%,x,x,8,763,2%,x,x,1.1%,x
Cc1cc(Oc2ccccc2)nc2ccc(O)cc12,15%,1.1,5%,10,5,x,x,6%,x,x,-2.9%,x
Cc1ccc(/C=C2\SC(=S)N(CC3CCCO3)C2=O)o1 (stereo unspecified),7%,x,x,x,x,-39,679,x,i,0.5,x,-0.7%
CNC(=O)c1csc(-c2ccc(Cl)cc2)n1,5%,1.1,13%,-6,14,-4,716,12%,i,0.5,-0.4%,0.0%
CCNC(=O)COC(=O)c1ccc(-n2nc(C)cc2C)cc1,9%,1,-11%,-13,34,18,702,-8%,i,0.7,0.9%,1.7%
Cc1ccccc1NS(=O)(=O)c1cc(C(=O)Nc2ccccc2-c2ccccc2)ccc1Cl,-2%,1.1,18%,52,34,-12,615,16%,x,x,-1.3%,0.5%
COc1ccc(Nc2nc3ccccc3c(=O)[nH]2)cc1,1%,x,x,x,x,-24,734,x,i,0.4,x,0.1%
CCOC(=O)c1cnn(-c2c(Cc3ccccc3)c(C)nc3c(-c4ccccc4)c(C)nn23)c1N,0%,1.1,8%,15,3,-1,769,5%,i,3.6,6.0%,11%
Cc1cc(F)c(F)c(C(=O)N2C(C)CCCC2C)c1Cl (stereo unspecified),-2%,1.1,-5%,-5,-7,-28,669,-7%,i,0.3,2.8%,0.6%
COc1ccc(OC(=O)CN2C(=O)C3C4CCC(C4)C3C2=O)cc1 (stereo unspecified),12%,1.1,13%,-10,-12,1,619,5%,i,0.4,-1.4%,-0.8%
Cc1cc(N/N=C/c2cccc(F)c2)nc(NCc2ccccc2)n1,5%,x,x,x,x,-1,632,x,i,0.1,x,1.6%
S=C(NCc1ccco1)N1CCN(Cc2ccc(Cl)cc2Cl)CC1,3%,1.1,10%,42,12,x,x,6%,i,0.8,-3.4%,1.9%
CCOC(=O)c1cc2c(ccn2C)n1CC(=O)N1CCN(c2ccc(F)cc2)CC1,10%,1.1,15%,-4,7,2,750,7%,i,2.3,-3.2%,3.0%
CC(=O)N(c1ccc(C)cc1)c1nc(C)cc(C)c1C#N,11%,x,x,x,x,4,746,x,i,0.7,x,-1.3%
CC(=O)c1cccc(NC(=O)N2CCCC2C(=O)Nc2ccccc2C)c1 (stereo unspecified),4%,1.1,13%,5,9,0,767,-6%,i,0.7,1.4%,2.7%
CC(O)(c1ccccc1)C(c1ccccc1)C1CCCCN1 (stereo unspecified),-4%,x,x,x,x,-6,703,x,i,0.4,x,-0.3%[50 µM]
CC1(C)CC(=O)C2=C(C1)NC(=O)CC2C(=O)NCc1ccc(F)cc1 (stereo unspecified),-3%,1.1,10%,-19,-23,-1,668,8%,x,x,2.3%,x
Cc1csc(=NC(=O)c2ccccc2)n1C,-1%,1.1,6%,8,19,5,742,3%,i,1.0,-2.7%,0.6%
CCC1Sc2ccccc2N(CC(=O)NCc2ccccc2OC)C1=O (stereo unspecified),-2%,1.1,8%,-1,-1,x,x,1%,i,7.8,-0.6%,2.8%
C=CCn1c(-c2ccccc2)cc(SC)c(C#N)c1=O,-5%,1.1,6%,3,-8,-2,691,4%,i,0.0,-0.7%,0.7%
Cc1ccc(C(=O)N/C(=C\c2ccccc2)C(=O)OCc2ccccc2)cc1,8%,1,23%,8,20,10,731,10%,i,0.7,5.2%,1.3%[50 µM]
COC(=O)Cc1csc(NC(=O)CSc2nnc3ccccn23)n1,4%,1.1,-6%,-13,10,-4,707,-5%,i,0.1,1.2%,0.4%
Cc1ccc(N2C(=O)[C@@H]3[C@H](C2=O)C2c4ccccc4C=CN2[C@@H]3C(=O)c2ccco2)c(C)c1 (stereo partly specified),x,1,-31%,x,x,x,x,-9%,i,1.7,-0.6%,-0.6%
COc1ccccc1C(=O)C1CCCN(C(=O)c2cccc(-n3cccn3)c2)C1 (stereo unspecified),1%,1.1,-4%,0,0,-7,770,-2%,i,0.4,-4.1%,0.1%
COc1ccc(C(=O)NCC(=O)OCC(=O)N2CCc3ccccc32)cc1,2%,1.2,-14%,-8,7,-4,686,-6%,i,0.5,0.6%,-0.5%
COc1ccccc1/C=N/NC(=Nc1ccc(C)cc1)c1nc2ccccc2s1,8%,1,8%,-17,-1,x,x,5%,x,x,-1.0%,x
O=C(O)c1ccccc1S(=O)(=O)NCC(O)COc1ccc(Br)cc1 (stereo unspecified),12%,1.1,14%,13,-1,5,708,4%,i,0.7,0.2%,-0.1%
O=C(NCc1ccco1)c1ccc(C(F)(F)F)cc1,13%,1.1,8%,1,-19,-2,682,12%,i,0.0,0.3%,x
O=C1Nc2ccc(Br)cc2/C1=N/N=C/C1=C(N2CCOCC2)C(=C\c2ccccc2)/CC1,10%,0.5,20%,41,33,56*,750*,9%,i,0.4,-4.4%,-5.4%
Cc1cc(F)c(F)c(C(=O)N2CCC(C)CC2)c1Cl,-1%,1.1,4%,-15,17,-39,640,1%,i,0.5,1.7%,0.1%

# Looked up by compound from the list above:
SMILES,P. falciparum M1AAP,TNAP activators,PMI inhibitors,WT yeast gro inh,WT yeast gro inh mutant strain,Hep lipid drop,Hep lipid drop cells 6.5 µM,human PMI inhibitors,Myeloid diff 2,Myeloid diff 2 GFP+ MAC1+ %,CSM14.1 death rescue,K1F lysis inhibition
Cc1cc(F)c(F)c(C(=O)N2CCC(C)CC2)c1Cl,-1%,1.1,4%,-15,17,-39,640,1%,i,0.5,1.7%,0.1%
COc1ccccc1C(=O)C1CCCN(C(=O)c2cccc(-n3cccn3)c2)C1 (stereo unspecified),1%,1.1,-4%,0,0,-7,770,-2%,i,0.4,-4.1%,0.1%

# Continued:
SMILES,P. falciparum M1AAP,TNAP activators,PMI inhibitors,WT yeast gro inh,WT yeast gro inh mutant strain,Hep lipid drop,Hep lipid drop cells 6.5 µM,human PMI inhibitors,Myeloid diff 2,Myeloid diff 2 GFP+ MAC1+ %,CSM14.1 death rescue,K1F lysis inhibition
CCOC(=O)Cc1[nH]nc2c1C(Cc1ccccc1)C(C#N)=C(N)O2 (stereo unspecified),12%,x,x,x,x,17,717,x,i,0.3,x,-0.6%
CCOC(=O)c1cc[nH]c1CC(=O)NC,2%,x,x,x,x,3,766,x,i,0.3,x,0.4%
COc1cc(C(=O)NC2CC3CCCC(C2)N3C2CC2)cc(OC)c1OC (stereo unspecified),11%,1.2,-14%,6,8,x,x,-6%,i,0.5,1.0%,0.7%
Cc1cc(C)n(-c2cccc(CN3CCC(CO)(Cc4ccccc4)CC3)c2)n1,10%,1,16%,16,2,7,646,10%,i,0.0,-2.3%,0.2%
O=C1CC(=O)N(Cc2cccs2)C(=O)N1,2%,1.1,10%,2,2,-20,717,11%,i,1.5,1.8%,-0.9%
COc1ccc(CNc2ncnc3cc(OC)c(OC)cc23)cc1,5%,1,-6%,-9,-15,0,564,0%,i,0.4,-2.3%,-0.7%
CC(=O)C1=C(O)C(=O)N(CCc2c[nH]c3ccccc23)C1c1ccccc1 (stereo unspecified),x,1.1,8%,-22,-19,28,675,24%,i,0.4,2.1%,-0.1%

# Assay outcomes deposited in PubChem by several laboratories.
